Source: PubChem BioAssay (several laboratories)
BH1578 lux ind: induces V. cholerae light production without autoinducers. V. cholerae BH1578 lux reporter, luminescence, 6 h. actives 0.16% (n = 350,000). activation, % at 18.7 µM; in the data active = activation mostly above about 9.7%, no sharp cut-off; inconclusive = no clear call, values can overlap the other calls; inactive = mostly below about 3.7%; also: not every result past the cut was called active; inactives centre near 0; reference of the scale not given here
TcdB inh: TcdB glycohydrolase inhibition; actives 0.24% (n = 350,000); TcdB glycohydrolase enzymatic assay, plate reader; inhibition, % at 9.99 µM; P18177; AID 652162; in the data active = inhibition above about 10%
3CLpro inhibitor: SARS-CoV 3CLpro protease inhibition; inhibition, % at 6 µM; recombinant SARS-CoV 3CLpro, quenched FRET peptide cleavage; actives 0.14% (n = 290,000); P0C6X7; AID 1706; in the data active = inhibition above about 12%
PfHsp40 rescue: rescue of PfHsp40-mediated yeast toxicity. actives 0.68% (n = 340,000). AID 504582. S. cerevisiae expressing PfHsp40, growth rescue, ATP luminescence. growth rescue, % at 12.5 µM; in the data active = growth rescue above about 28%, passing the limit was not always enough; inconclusive = no clear call, values can overlap the other calls;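 also: yeast W303a lacking pdr1 and pdr3 grown in galactose medium; growth measured after three days at 30 °C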
BoNT A protease: inhibitors of Botulinum neurotoxin A light chain protease | inhibition, % at 10 µM | multiplex microsphere protease substrate cleavage, flow cytometry | actives 0.17% (n = 360,000) | AID 588499; also: plate controls were buffer without enzyme for full effect and enzyme alone for no effect
PriA SSB inh: K. pneumoniae PriA-SSBct interaction inhibition. inhibition, % at 33 µM. AlphaScreen SSBct-PriA binding, biotinylated peptide. actives 0.6% (n = 430,000); in the data active = inhibition mostly above about 37%, no sharp cut-off; inactive = mostly below about 20%;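 also: plate controls were negative control peptide for no effect and reference peptide for full effect; strong numbers were not always called active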
PrPC TRFRET: cell surface PrPC inhibition, primary TR-FRET screen | actives 0.43% (n = 370,000) | TR-FRET read-out | inhibition, % at 13.8 µM; in the data active = inhibition above about 24%; also: 0% = median of the test wells and 100% = reference compound wells
Yp Topo-I inh: inhibitors of Yersinia pestis topoisomerase I; Y. pestis Topo-I cleavage product accumulation, plate reader; AID 504884; actives 0.064% (n = 360,000); activity, % at 10 µM; in the data active = activity above about 50%, passing the limit was not always enough; inconclusive = no clear call, values can overlap the other calls; also: inactives centre near 2
Anthrax LF inh2: blocks Bacillus anthracis lethal factor protease; actives 0.12% (n = 360,000); inhibition, % at 10 µM; AID 588501; multiplex microsphere protease cleavage assay, LF; also: plate controls were buffer without enzyme for full effect and enzyme alone for no effect
Active calls of the source: *; i = inactive; ? = inconclusive; nt = not tested or not shown; & = joins results of further samples. Rule as the data show it, unless noted: active = inhibition above about 30%; inconclusive = no clear call, values can overlap the other calls; inactive = below that. These rows are one share of the data. The share of hits here may be higher or lower than overall.

Compound	BH1578 lux ind	TcdB inh	3CLpro inhibitor	PfHsp40 rescue	BoNT A protease	PriA SSB inh	PrPC TRFRET	Yp Topo-I inh	Anthrax LF inh2
CCOC(=O)COn1c(=O)c(-c2ccccc2)[n+]([O-])c2ccccc21	i	1.0	-2	0.8	1.6	0	0	3	30*
COc1ccccc1CCC(=O)N1CCN(S(=O)(=O)c2cccc(F)c2)CC1	i	0.7	nt	-0.4	9.8	-9	3	1	-2
CCCCn1c(=O)n(C)c(=O)c2c3c(sc21)COC(C)(C)C3	i	nt	1	-0.9	1.4	-20	6	-2	3
COC(=O)[C@H]1C[C@H]1[C@@H](NC(=O)c1cccnc1)c1ccccc1	i	0.1	nt	-1.0	0.4	-34	8	4	11
CCOC(=O)c1cccc(NC(=O)CCS(=O)(=O)c2cccc3nsnc23)c1	i	nt	-7	-0.9	0.2	5	-38	0	-6
CC1CCc2[nH]nc(C(=O)O)c2C1 (stereo not given)	i	nt	-4	1.3	1.7	-6&-6	6	2	-8
CCOc1ccc(NC(=O)COC(=O)CCS(=O)(=O)c2ccc(C)cc2)cc1	1.4	0.1	-1	1.8	0.2	-4	-4	1	0
S=c1[nH]nc(C2CCCCC2)n1/N=C/c1ccccc1	i	1.0	3	0.1	-1.7	nt	-4	16	16
CCCc1nc(NC(=O)c2ccccc2)nc(NC(=O)c2ccccc2)n1	-0.7	0.2	-4	0.3	-2.2	6	5	6	-5
CCN(CC)CCNC(=O)CCc1nn(C)c(=O)c2ccccc12	0.6	nt	1	0.2	-0.6	-24	0	-1	-2
Cc1cc(C)n2nc3ccccc3c2n1	i	nt	1	-0.5	0.7	-8	-6	-3	-1
CCOc1ccc(Cl)cc1S(=O)(=O)N1CCC(C(=O)NCc2ccccn2)CC1	-0.2	1.0	2	2.1	0.0	-13	0	-2	-2
CC(C)(C)n1nnnc1C(c1ccc(Cl)cc1)N1CCCc2ccccc21 (stereo not given)	-0.7	nt	2	0.5	-0.4	2	11	-4	0
Cc1ccc(C(=O)CN(C(=O)c2ccc(Cl)cc2)N2C(=O)c3ccccc3C2=O)cc1	i	nt	4	0.4	-1.0	5	-6	-4	-4
COC(=O)/C=C/CSC1=N/C(=C/c2ccc(-n3cncn3)cc2)C(=O)N1	10	nt	-1	-2.2	1.5	-6	-5	0	3
Nc1ncnc2c1ncn2[C@@H]1O[C@H](CNC(=O)[C@H](N)Cc2cscn2)[C@@H](O)[C@H]1O	i	0.6	nt	1.1	0.9	-11	1	-8	-8
N#CCCN(C(=O)CSc1ccc2c(c1)OCCO2)c1ccccc1	-0.4	nt	-1	-0.2	0.7	11	0	1	-10
CC(C)(C)[C@H]1C=C(C(=O)N2CCN(Cc3ccc4c(c3)OCO4)CC2)O[C@@H](OCc2ccc(CO)cc2)C1	i	0.0	6	0.7	-0.9	8	14	19	-13
Cc1ccc(NC(=O)c2ccc3c(c2)N(CC(=O)NC(C)C)C(=O)C(C)(C)O3)cc1	i	-0.6	-5	-0.2	-1.5	-3	-3	-8	-17
CCNC(=S)NNC(=O)c1cc(C)on1	-0.5	nt	-4	1.9	5.4	-10	-5	-5	0
NC(=O)c1ccc2c(=O)n3c(-c4cccs4)csc3nc2c1	-2.2	1.1	nt	0.6	-1.2	-19	3	0	-7
CCC(=O)c1ccc(OCC(=O)Nc2ccccc2N2CCCCC2)cc1	0.3	1.1	3	1.0	2.9	-12	-2	4	-2
CC(=O)NC1C(OC(=O)/C=C/c2ccccc2)OC(COC(C)=O)C(OC(C)=O)C1OC(C)=O (stereo not given)	i	0.0	-1	-1.6	-0.7	5&-8	2	-8	-5
CC1CCN(S(=O)(=O)c2ccc3c(c2)c(=O)c(C(=O)NC2CCCC2)cn3C)CC1	i	nt	4	-1.3	?	-7	5	7	2
COc1cc(C(=O)NCCOC(=O)c2cccc(N(C)C)c2)cc(OC)c1OC	-3.3	0.9	1	-0.1	0.6	1	3	4	-8
O=C(NCCN1CCOCC1)c1ccc(NC(=O)c2ccc(Br)o2)cc1	nt	1.2	nt	nt	-0.1	nt	0	nt	0
COc1cc(OC)cc(C(=O)OCC(=O)NCCCc2ccccc2)c1	i	0.6	-1	-0.7	-2.3	-8	-11	35	-6
COc1ccc(CCNC(=O)COC(=O)C2CC2)cc1OC	i	-4.6	nt	-2.0	0.1	-10	4	-7	3
O=C(Cc1ccc(F)cc1)N1CCC(CC2CC(c3ccc(Cl)cc3)=NO2)(C(=O)NCC2CCCCC2)CC1 (stereo not given)	i	1.3	-3	-1.4	-0.2	-8	-8	2	-1
Cc1ccc(C(=O)NCCCNC(=O)c2ccccc2F)cn1	-0.5	-0.3	3	-1.4	-1.3	6	7	-6	10
Cc1onc(-c2ccccc2)c1C(=O)n1nnc2ccccc21	-1.6	nt	-3	-0.1	-2.2	-11	2	5	-8
COc1ccc(NS(=O)(=O)c2cc(NC(=O)c3sccc3C)ccc2N2CCOCC2)cc1	i	0.3	-1	0.1	-1.2	5	-5	23	-9
Cc1ccc(OCC(=O)OCC(=O)Nc2ccc3c(c2)OCO3)cc1C	-1.4	1.3	nt	-2.5	nt	-11	7	2	nt
COc1ccc(C(C(=O)NCC2CCCO2)N(C(=O)CNC(=O)c2ccco2)c2cc(C)cc(C)c2)cc1OC (stereo not given)	-0.3	0.8	-1	-2.3	1.9	-5	4	-5	1
C#CCCC[C@@H]1OC(=O)CNC(=O)C([C@@H](C)CC)NC(=O)[C@@H]2CCCN2C(=O)C([C@@H](C)CC)OC(=O)[C@H](Cc2ccccc2)N(C)C(=O)[C@H](C(C)C)NC(=O)C1(C)C (stereo not given in full)	nt	2.0	nt	nt	0.8	nt	5	nt	-1
O=C(O)c1cc(-c2ccco2)nc2ccccc12	-0.4	0.7	-3	-1.2	-0.6	-10	-1	4	-13
O=C(NCC12CC3CC(CC(C3)C1)C2)c1nn2c(c1Cl)NC(c1ccco1)CC2C(F)(F)F (stereo not given)	-0.2	nt	7	-0.5	0.1	-6	-3	-10	-2
CCn1cc(C(=O)N2CCN(c3ccc(C(C)=O)cc3)CC2)c2cc(OC)c(OC)cc2c1=O	-0.3	2.0	1	-0.3	-0.2	-8	5	2	-1
CC1C2C(c3ccccc3)N(C)C(=O)N(C)C2N(C)C(=O)N1C (stereo not given)	-3.4	nt	3	-0.1	0.3	-16	2	-2	0
Cc1ccc(NC(=O)CN2CCc3cc4c(cc3C2)OCCCO4)cc1C	-0.6	2.5	-2	1.0	-0.7	12	-5	35	-2
CCNC(=O)C1(C)CCCN(C(=O)c2nc(C)oc2C)C1 (stereo not given)	-0.5	1.0	nt	nt	0.0	nt	2	5	-2
CCC1CCc2c(sc(NC(=O)C3c4ccccc4Oc4ccccc43)c2C(N)=O)C1 (stereo not given)	2.0	nt	-4	-0.3	0.1	-7	-5	2	-1
CCn1nnc(-c2ccccc2NC(=O)c2cccc(-n3cnnn3)c2)n1	-0.4	1.3	0	1.6	-0.1	-5	6	2	-2
Cc1ccc(-n2ncc3c2CC(C)(C)CC3NC(=O)c2ccccn2)cc1 (stereo not given)	0.0	0.6	2	1.9	-1.4	12	2	33	-2
CCn1cc([N+](=O)[O-])c(C(=O)N2CCCc3ccccc32)n1	-2.0	0.2	-2	-0.1	-1.6	-11	4	-4	1
CCN(c1ccccc1)S(=O)(=O)c1cc(C(=O)Nc2ccc(F)c(F)c2)ccc1F	-1.0	0.4	6	8.6	0.6	-7	15	-4	2
CC(C)C[C@H]1CN=C(Nc2ccccc2)N1CCC1CCCC1	i	0.2	1	-0.4	-0.1	6	-1	13	-4
O=C(OCc1ccc(Cl)c(Cl)c1)c1cccnc1Cl	-0.2	0.2	7	0.2	0.2	-9	6	-2	0
C=CCn1c(SCC(=O)Nc2cc(C)ccc2C)nnc1-c1cnccn1	i	nt	1	-0.4	0.3	6	4	2	-2
NC(=O)c1ccc(NCC2COc3ccccc3O2)c([N+](=O)[O-])c1 (stereo not given)	i	-0.7	-1	-0.8	-2.0	6	-29	-2	-2
COc1ccccc1COCC(O)CN(Cc1ccco1)Cc1ccccc1O (stereo not given)	i	nt	0	0.1	-1.2	-7	0	23	-6
CCCCCCn1c(=O)n2n(c1=O)C[C@]1(OC(=O)Nc3c(C)noc3C)CN(S(=O)(=O)c3ccc(C)cc3)C[C@]1(O)C2	-0.4	-1.5	nt	nt	-0.5	nt	4	9	-4
CCC(CC)C(=O)Nc1cccc(C(=O)N2CCCCCC2)c1	-4.2	nt	-7	-0.6	-0.3	2	-2	2	-2
Cc1cc(C(=O)CSc2nnnn2-c2ccccc2)c(C)n1CC1CCCO1 (stereo not given)	-0.2	nt	-3	0.5	0.5	-6	-4	-8	-1
CCN1CCN(C(CCc2ccccc2)C(=O)NC2CCCCC2)CC1 (stereo not given)	nt	0.6	nt	nt	1.1	nt	2	nt	-8
CC(=O)O/N=C/c1c(Cl)n(C)c2ccccc12	-0.1	0.8	4	0.5	-1.9	nt	-4	9	9
CN1CCN(c2ccccc2NC(=O)c2cccc([N+](=O)[O-])c2)CC1	-0.2	nt	-1	0.7	-0.1	-15	-25	-15	-16
CCN(C(=O)CSc1nnc(-c2ccc(F)cc2)n1C)C1CCS(=O)(=O)C1 (stereo not given)	i	0.4	nt	-0.8	-0.2	-9	-2	-1	-2
COc1ccc(OCCC(=O)OCc2c(C)noc2C)cc1	i	nt	-1	-0.1	-0.2	-24	5	5	-1
COc1ccccc1C1=CC(=O)C[C@H](c2ccc(Cl)cc2)C1	i	-3.1	nt	5.2	0.3	-12	4	-4	2

Rewritten with values under each structure: two of the compounds above.
The line under a structure holds: BH1578 lux ind	TcdB inh	3CLpro inhibitor	PfHsp40 rescue	BoNT A protease	PriA SSB inh	PrPC TRFRET	Yp Topo-I inh	Anthrax LF inh2
> COc1ccccc1COCC(O)CN(Cc1ccco1)Cc1ccccc1O (stereo not given)
 : i	nt	0	0.1	-1.2	-7	0	23	-6
> CCn1nnc(-c2ccccc2NC(=O)c2cccc(-n3cnnn3)c2)n1
 : -0.4	1.3	0	1.6	-0.1	-5	6	2	-2

Additional compounds follow.
Compound	BH1578 lux ind	TcdB inh	3CLpro inhibitor	PfHsp40 rescue	BoNT A protease	PriA SSB inh	PrPC TRFRET	Yp Topo-I inh	Anthrax LF inh2
O=C(O)CCn1c(=O)[nH]c2ccccc2c1=O	-0.3	0.6	2	0.2	-0.8	-17	-1	1	-10
COCCC1CCCCN1C(=O)c1ccc(OC2CCN(C(C)=O)CC2)c(OC)c1 (stereo not given)	i	1.4	-1	0.5	-1.2	-9	-7	-4	-1
COc1ccc(-c2noc(C3CCCN(C(=O)c4ccccc4C)C3)n2)cc1 (stereo not given)	-0.7	1.1	7	0.4	nt	1	9	9	nt
CC(=O)c1ccc(NC(=O)COC(=O)CCC2CCCC2)cc1	i	-0.7	nt	3.7	0.4	-14	0	18	0
COc1ccc(SC2=C[C@@]3(O)CC[C@@H](O)[C@@](Sc4ccc(OC)cc4)(C2=O)[C@H]3O)cc1	nt	-0.4	nt	nt	1.0	nt	3	nt	-6
Cc1cc(=O)oc2c3c(cc(OCC(=O)NCc4ccco4)c12)OC(C)(C)CC3	-0.4	2.0	-4	2.3	-1.0	-3	16	21	-3
CS(=O)(=O)N(CC(=O)N/N=C/c1cc([N+](=O)[O-])ccc1Cl)c1ccccc1	2.8	nt	0	0.9	0.4	nt	-7	-4	0
Cc1ccc(C)c(S(=O)(=O)N/N=C/c2ccc(N(C)C)cc2)c1	-0.3	-0.5	1	-0.6	-0.5	nt	8	6	-4
CC1CCCCN1C(=O)C1CCCCN1S(=O)(=O)c1cccc([N+](=O)[O-])c1 (stereo not given)	-0.6	1.4	3	-0.8	1.6	5	-10	-9	5
N#CCC(=O)Nc1ccc(C(=O)OCC(=O)NNC(=O)c2cccs2)cc1	-0.9	-0.9	nt	-1.2	nt	4	6	2	nt
